GPR55 beta-arrestin: selective activators of receptor GPR55 – imaging, U2OS cells, beta-arrestin-GFP redistribution, primary screen (AID 1961); 290,000 compounds, 0.048% hits; U2OS GPR55 beta-arrestin-GFP redistribution imaging; higher % means a stronger effect; one-dose activation, % at 10 µM; EC50 in µM for titrated hits;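 active means activation above 40% with more than 50 cells counted in the well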;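 further: U2OS osteosarcoma cells stably expressing GPR55 and beta-arrestin-GFP; plate controls were DMSO negative control for no effect and LPI positive control for full effect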
NOD2 inhibition: NOD2 signaling inhibitors, cell-based, luminescence, uHTS, HEK293 (AID 1566); HEK293 NOD2/NF-kB luciferase reporter, luminescence; higher % means a stronger effect; one-dose inhibition, % at 4 µM; EC50 in µM for titrated hits; 290,000 compounds, 0.63% hits; further: many of its hits are not listed in these tables
NOD1 inhibition: inhibition of NOD1-driven NF-kB reporter – cell-based, luminescence, uHTS, primary screen (AID 1578). NOD1-driven NF-kB luciferase reporter cells, luminescence; higher % means a stronger effect. one-dose inhibition, % at 4 µM; EC50 in µM for titrated hits. 290,000 compounds, 1% hits; in the data active means inhibition mostly above about 36%, no sharp cut-off; inactive means mostly below about 34%;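 further: HEK-293T reporter cells stimulated with the NOD1 agonist gamma-tri-DAP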
KOR beta-arrestin-1: KOR agonists, beta-arrestin recruitment, primary screen, cell-based, luminescence, uHTS (AID 1777). KOR beta-arrestin recruitment, luminescence; higher % means a stronger effect. one-dose activation, % at 10 µM; EC50 in µM for titrated hits. 280,000 compounds, 0.02% hits; in the data active means activation above about 50%, passing the limit was not always enough; further: a part of the inactive calls stands beside numbers as strong as those of hits
AID2073: disruptors of CaV2.2 binding to Mint1 – biochemical, HTRF (AID 2073); 290,000 compounds, 0.19% hits; inhibition, % at 20 µM; hits with a dose series show IC50 in µM; HTRF protein-protein interaction, Mint1-CaV2.2; higher % means a stronger effect; in the data active means inhibition mostly above about 51%, no sharp cut-off; further: some results filed as inactive read as strong as hits
M1AAP inhibition: P. falciparum M1AAP inhibitors, biochemical, fluorogenic H-Leu-NHMec substrate, 1536-well (AID 1445); recombinant M1AAP, H-Leu-NHMec fluorogenic kinetic assay; higher % means a stronger effect; one-dose inhibition, % at 30 µM; IC50 in µM for titrated hits; 220,000 compounds, 0.42% hits;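 active means primary inhibition above the hit cutoff, then over 50% inhibition at one or more dose response concentrations, cut at about 23% in these data, passing the limit was not always enough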;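 further: plate controls were DMSO full reaction for no effect and no enzyme background for full effect; strong numbers were not always called active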
M17LAP inhibition: P. falciparum M17LAP inhibitors, primary screen, biochemical, fluorogenic H-Leu-NHMec substrate, 1536-well (AID 1619); recombinant M17LAP, H-Leu-NHMec fluorogenic kinetic assay; higher % means a stronger effect; one-dose inhibition, % at 30 µM; IC50 in µM for titrated hits; 220,000 compounds, 0.38% hits;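 active means compound inhibiting the enzyme by more than half at any dose during confirmatory dose-response retesting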;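 further: plate controls were full reaction with DMSO carrier for no effect and no enzyme background for full effect; strong numbers were not always called active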
KOR beta-arrestin-2: kappa opioid receptor blockers – cell-based, luminescence, uHTS (AID 1778); KOR beta-arrestin recruitment, luminescence, antagonist mode; higher % means a stronger effect; inhibition, % at 10 µM, or IC50 in µM where a hit was titrated; 290,000 compounds, 0.091% hits; further: strong numbers were not always called active
Dynein transport: blocks dynein driven cargo transport along microtubules. 3617.4 mouse cells, GR-EGFP nuclear translocation imaging; test concentration mostly 20 µM; stimulated with dexamethasone, 1 µM; stronger effect = lower value. z-score, hits read low. 220,000 compounds, 0.47% hits;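 active means plate z-score of nuclear minus cytoplasmic receptor signal below a set negative limit, without overly bright fluorescence or cell loss, cut at about -3.5 in these data, passing the limit was not always enough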;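 further: z-score of nuclear minus cytoplasmic ring GR-EGFP intensity difference per well; some compounds called inactive have numbers as strong as hits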
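Buffer or medium: tet-free medium with charcoal-stripped serum / Also added: dexamethasone agonist, 1.0 µM final, for 30 min / Timing: induction 48 h, compound 1 h, agonist 30 min / Measured by: high-content fluorescence imaging after fixation / Read-out: nuclear-to-cytoplasmic GR-EGFP distribution per well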
Dynein transport cytoplasmic EGFP: recorded beside Dynein transport, whose call it bears; z-score; measured here: cytoplasmic GR-EGFP intensity; stronger effect = higher value
Dynein transport nuclear GR-EGFP: recorded beside Dynein transport, whose call it bears; z-score; measured here: nuclear GR-EGFP intensity;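 lower value marks the stronger effect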
Dynein transport cell count: also measured in Dynein transport; calls as there; z-score; measured here: cell count per field
Starred values were filed as active, the others as inactive; i = inactive; · = no result given; [ ] = dose if it differs, or a comment. Unless noted, no stated cut-off is given here; in the data, active means inhibition above about 50%; inactive means the rest. This is a subset; count on the stated rates, not on these rows.

SMILES	GPR55 beta-arrestin	NOD2 inhibition	NOD1 inhibition	KOR beta-arrestin-1	AID2073	M1AAP inhibition	M17LAP inhibition	KOR beta-arrestin-2	Dynein transport	Dynein transport cytoplasmic EGFP	Dynein transport nuclear GR-EGFP	Dynein transport cell count
O=S(=O)(c1ccccc1)c1ccc(N2CCCCCC2)cc1	0.0%	-3.6%	32.5%	-6.0%	33.4%	·	·	-33.0%[20 µM]	·	·	·	·
CCOc1cc(/C=N/NC(=O)C(C)Sc2ccccc2)ccc1O (centres undefined)	0.2%	-6.5%	-16.6%	-5.9%	-2.4%	7.0%	20.5%	-3.4%[20 µM]	-0.0793	-0.0118	0.0405	0.425
O=C(Nc1ccccc1C(F)(F)F)N1CCC(N2CCCCC2)CC1	-0.1%	14.0%	-14.7%	-2.5%	-5.9%	4.8%	-5.0%	-11.0%	0.0588	-0.2	0.134	0.0452
COC(=O)c1ccc(NC(=O)Nc2ccc(OC)cc2)cc1	-0.1%	-5.2%	-19.2%	-1.0%	21.0%	5.2%	-9.0%	-45.4%[20 µM]	1.14	-0.104	0.585	-0.244
O=C(O)COn1c(-c2ccccc2)nc2ccc([N+](=O)[O-])cc21	-0.1%	-86.9%	-42.1%	0.8%	24.2%	7.5%	12.1%	-10.2%[20 µM]	0.146	0.8	0.502	-0.214
Cc1cc(=O)oc2c(CN3CCCCC3)c(O)c(Cl)cc12	-0.5%	-1.5%	-25.4%	5.4%	28.4%	59.6µM*	i	-15.7%	1.47	-0.117	1.5	-1.2
O/N=C(\CN1CCCCC1)c1ccccc1	-0.1%	7.8%	-8.5%	-2.4%	5.2%	·	·	28.6%	·	·	·	·
COC(=O)N/N=C/c1ccc(-c2cc(Cl)cc(Cl)c2)o1	-0.1%	3.1%	4.3%	0.2%	18.6%	9.3%	2.0%	0.3%	-0.0212	-0.242	0.144	0.134
CC(C)(C)OC(=O)N1CCC(c2c(C(=O)NCC3CCN(C4CCCC4)C3)cnn2-c2ccccc2)CC1 (centres undefined)	-0.1%	-20.1%	-41.6%	-2.5%	-6.8%	·	·	4.8%	·	·	·	·
c1ccc(-n2ncc3c2ncn2cnnc32)cc1	-0.1%	-13.2%	-12.3%	2.8%	6.1%	7.1%	0.0%	-26.0%	-0.826	-0.217	-0.458	0.547
Cc1cc(C)n2nc(SCC(=O)c3cc(C)n(-c4cc(C)on4)c3C)nc2n1	0.0%	29.1%	20.1%	0.0%	-41.5%	3.0%	0.1%	-13.2%	-0.962	-0.208	-0.317	1.08
CCCOc1ccc(C(C(=O)OCCN(CC)CC)c2ccccc2)cc1 (centres undefined)	-0.1%	11.6%	-1.9%	-0.6%	7.4%	-8.3%	6.5%	-26.1%	-0.783	-0.195	-0.272	0.94

The closing 4 compounds of the section above open the next one:
SMILES	GPR55 beta-arrestin	NOD2 inhibition	NOD1 inhibition	KOR beta-arrestin-1	AID2073	M1AAP inhibition	M17LAP inhibition	KOR beta-arrestin-2	Dynein transport	Dynein transport cytoplasmic EGFP	Dynein transport nuclear GR-EGFP	Dynein transport cell count
CC(C)(C)OC(=O)N1CCC(c2c(C(=O)NCC3CCN(C4CCCC4)C3)cnn2-c2ccccc2)CC1 (centres undefined)	-0.1%	-20.1%	-41.6%	-2.5%	-6.8%	·	·	4.8%	·	·	·	·
c1ccc(-n2ncc3c2ncn2cnnc32)cc1	-0.1%	-13.2%	-12.3%	2.8%	6.1%	7.1%	0.0%	-26.0%	-0.826	-0.217	-0.458	0.547
Cc1cc(C)n2nc(SCC(=O)c3cc(C)n(-c4cc(C)on4)c3C)nc2n1	0.0%	29.1%	20.1%	0.0%	-41.5%	3.0%	0.1%	-13.2%	-0.962	-0.208	-0.317	1.08
CCCOc1ccc(C(C(=O)OCCN(CC)CC)c2ccccc2)cc1 (centres undefined)	-0.1%	11.6%	-1.9%	-0.6%	7.4%	-8.3%	6.5%	-26.1%	-0.783	-0.195	-0.272	0.94
Cc1cc([N+](=O)[O-])c(C)cc1-c1ccc(/C=N/NC(=O)Cn2nnnc2N)o1	0.7%	12.5%	-26.6%	-2.6%	9.9%	5.7%	2.5%	5.0%	-0.547	-0.244	-0.296	0.255
NC(=O)NC(=O)COC(=O)c1sc2ccccc2c1Cl	-0.2%	4.3%	-10.1%	6.1%	9.1%	0.1%	0.0%	-0.9%	1.18	-0.271	0.249	-0.867
COc1cc(C(=O)OCC(=O)N(C)c2ccccc2)cc(OC)c1OC	-0.2%	5.4%	-11.5%	-2.3%	0.3%	·	·	19.5%	·	·	·	·
N#CC(C#N)=Cc1ccc(-c2ccc(S(=O)(=O)N=C(N)N)cc2)o1	-0.2%	4.2%	-7.7%	-6.0%	15.6%	5.8%	7.1%	-12.2%	-0.93	-0.159	-0.205	-0.694
Cc1nc(C)c(-c2ccc(SCC(=O)Nc3ccc(C)c(Cl)c3)nn2)s1	-0.1%	46.4%	-18.9%	11.0%	16.8%	·	·	-28.8%	·	·	·	·
CCOC(=O)CN(c1cccc(C(C)=O)c1)S(C)(=O)=O	0.2%	11.9%	-10.7%	2.6%	-3.0%	0.7%	-2.9%	13.9%	-0.33	-0.278	0.236	1.01
COCCNC(=S)N1CCN(c2nc(-c3ccc(F)cc3)cs2)CC1	0.0%	19.2%	-7.5%	-3.3%	-15.5%	·	·	-0.3%	·	·	·	·
CC(C)NCCOCCOc1ccc(Cl)cc1Br	-0.4%	-4.1%	-19.0%	2.6%	-9.7%	-9.0%	-0.7%	·	0.487	-0.149	-0.133	0.262
Cc1ccc(C)c(C(=O)OCC(=O)Nc2ccc(N3CCOCC3)cc2)c1	-0.2%	6.7%	-19.1%	3.1%	-0.2%	4.0%	5.8%	-30.1%	0.662	-0.285	0.713	-0.471
COc1ccc(OCc2cc(C(=O)N3CCCCCCC3)no2)c(Cl)c1	-0.1%	-8.0%	-23.7%	-1.4%	6.0%	·	·	8.4%	·	·	·	·
O=C(COc1ccc(Cl)cc1Cl)NNC(=S)NCc1ccco1	-0.3%	-8.2%	-21.6%	2.6%	3.8%	4.2%	13.7%	-36.0%[20 µM]	-1.49	-0.267	-0.803	1.41
O=C(COC(=O)c1ccc2c(c1Cl)C(=O)c1ccccc1C2=O)NC1CC1	0.0%	-3.6%	-40.6%	5.4%	-7.4%	5.1%	1.2%	-32.3%	-1.1	-0.299	-0.906	1.13
S=C(NCCCN1CCOCC1)Nc1ccc(Cl)cc1Cl	-0.3%	4.7%	-28.0%	-3.9%	-47.2%	9.4%	5.2%	6.3%	-0.719	-0.286	-0.796	1
COC(=O)c1ccc(NC(=S)N2CCN(Cc3ccccc3Cl)CC2)cc1	0.6%	12.0%	-32.6%	-3.0%	-17.1%	-4.0%	6.7%	-21.3%	0.582	-0.258	0.404	-0.0436
O=CNCC(=O)NC1CCCCCC1	-0.1%	10.0%	-13.7%	6.2%	-6.1%	17.7%	-1.0%	-23.0%	3.47	-0.397	0.967	-0.921
CC(NS(=O)(=O)c1ccc([N+](=O)[O-])cc1)C(c1cccs1)N1CCOCC1 (centres undefined)	0.5%	8.9%	-21.7%	-4.1%	1.1%	0.8%	16.0%	-4.0%	-0.357	-0.135	-0.227	0.325
OCC[C@@H]1C[C@@H](O)[C@H](O)[C@]2(Cc3ccccc3CCO2)O1	-0.2%	4.5%	18.7%	-3.8%	11.7%	·	·	-28.6%[20 µM]	·	·	·	·
COc1cccc(OCCn2cccc2/C=C2/C(=N)N3OC(C)=CC3=NC2=O)c1	-0.6%	13.9%	-8.6%	-3.9%	-8.5%	2.2%	0.8%	-11.4%	-0.288	-0.303	-0.053	0.115
COc1ccc(NC(C)C(=O)N/N=C/c2ccccc2OCc2ccc(Br)cc2)cc1 (centres undefined)	0.0%	-59.4%	-7.6%	-4.0%	-0.5%	0.7%	-7.9%	12.0%	2.88	-0.193	0.12	-1.9
COc1ccccc1NC(=O)Cn1cnc2c(oc3ccccc32)c1=O	-0.1%	12.4%	-1.8%	-6.4%	2.7%	10.5%	-0.6%	16.8%	-0.0861	-0.172	0.182	-0.0895
Cn1c(Oc2ccc(F)cc2F)c(C=O)c2ccccc21	-0.1%	33.9%	35.3%	-2.8%	-5.4%	3.5%	-6.5%	-14.1%[20 µM]	-0.908	-0.26	0.0636	0.97
COc1cc2[nH]c(=S)n(N(C(C)=O)C(C)=O)c(=O)c2cc1OC	-0.1%	-6.1%	-29.3%	-2.5%	-10.7%	6.3%	22.2%	8.2%	-0.857	-0.377	-0.321	1.05
O=C(Nc1ccc2ncccc2c1)c1ccccc1Cl	-0.1%	-17.5%	-34.1%	·	-1.4%	16.8%	0.4%	15.5%[20 µM]	0.519	-0.0359	0.462	-1.99
O=C(Nc1ccc([N+](=O)[O-])cc1)C1(c2ccccc2)CCOCC1	-0.1%	9.2%	-15.4%	1.6%	1.4%	4.5%	-1.5%	2.9%	-0.889	-0.228	-0.775	0.798
Cc1ccc(N2C(=O)Nc3ccccc3S2(=O)=O)cc1Cl	-0.1%	18.3%	-6.2%	-0.7%	-5.2%	·	·	-10.9%	·	·	·	·
CCOC(=O)C1C(=O)CC(C)(O)C(C(=O)OCC)C1c1cccc(OC(F)(F)C(F)F)c1 (centres undefined)	0.3%	-12.8%	-1.6%	6.1%	-10.2%	-1.5%	4.2%	8.7%	-0.746	-0.114	-0.0877	0.954
Cc1nn(Cc2nc(-c3cccs3)no2)c(C)c1Br	-0.2%	-15.2%	-10.4%	5.5%	-4.4%	15.1%	7.0%	21.2%	0.0855	-0.131	0.0938	-0.177

High-throughput results from PubChem.
